# All columns: NCI-60 one-dose screen, growth in % after 48 h at 10 µM unless noted; 100 = growth as untreated, 0 = no growth, -100 = all killed.
# KM12 = KM12 colon cancer cells; 82,000 tested, 5% active; AID 1794800
# SW-620 = SW-620 colon cancer. 82,000 tested, 5.2% active. AID 1794795
# SNB-19 = SNB-19 CNS cancer cells | AID 1794751 | 81,000 tested, 2.5% active
# SNB-75 = SNB-75 CNS cancer | 79,000 tested, 5% active | AID 1794750
# HCT-116 = HCT-116 colon cancer. AID 1794798. 82,000 tested, 7.3% active
# SF-268 = SF-268 CNS cancer cells; 82,000 tested, 3.1% active
# HCC-2998 = HCC-2998 colon cancer | 79,000 tested, 4.7% active | AID 1794799
# HT29 = HT29 colon cancer; 81,000 tested, 7.4% active
# HCT-15 = HCT-15 colon cancer; 82,000 tested, 5.2% active; AID 1794746
# The depositor's hits bear a star; x = not tested or not shown; & = joins results of further samples; [ ] = another dose, or the depositor's remark. How the source made its calls: active means growth percent below 10; inactive means the rest.
nr	mol	KM12	SW-620	SNB-19	SNB-75	HCT-116	SF-268	HCC-2998	HT29	HCT-15
1	Cn1c(=O)[nH]c2nc(SCC(=O)c3ccc([N+](=O)[O-])cc3)[nH]c2c1=O	98.6	101.8	99.6	96.8	102.3	101.2	111.9	112.0	100.8
2	O=C(CC(C[N+](=O)[O-])c1ccccc1)c1ccccc1 (stereo not drawn)	110.0	94.4	106.1	106.8	104.4	100.0	101.7	118.8	103.5
3	CCCCC1COc2cccc3c(SCC(=O)N(C)c4cccc5ccccc45)cc[n+]1c23 (stereo not drawn)	111.8	104.7	98.7	104.1	82.5	111.7	90.3	102.6	94.3
4	CCCCCCOC(=O)c1cccnc1	112.3	102.5	98.4	107.4	98.1	114.8	97.9	105.1	101.5
5	Cc1nc2sc(C(=O)Nc3cccc(Cl)c3C)c(N)c2cc1C(C)O (stereo not drawn)	19.1	38.5	22.4	13.9	13.9	47.9	30.4	1.7*	16.4
6	Cc1ccc(C2=CSC3=NC(=O)C(CCN4CCCC4)N23)cc1 (stereo not drawn)	95.7	106.3	98.9	88.8	92.6	99.3	101.5	113.7	99.6
7	CC(=O)C(N=Nc1ccc(-c2ccc(N=NC(C(C)=O)C(=O)Nc3ccccc3C)c(Cl)c2)cc1Cl)C(=O)Nc1ccccc1C (stereo not drawn)	104.7	101.0	95.3	88.5	101.4	102.8	108.5	98.6	107.1
8	COC(=O)[C@H](OC(C)=O)[C@H]1C(C)(C)[C@H](OC(C)=O)C2CC3=C4CC(=O)O[C@@H](c5ccoc5)[C@]4(C)CC[C@@H]3[C@@]1(C)C2=O	102.6	105.1	97.3	87.2	89.5	98.5	106.5	85.4	99.5
9	Cc1[nH]nc2ncnc(N)c12	101.4	104.7	99.5	97.0	93.5	95.5	100.1	92.1	106.5
10	O=S(=O)(O)c1cccc2c1oc1ccccc12	107.1	98.8	104.9	109.9	103.4	107.7	98.2	91.3	103.6
11	COc1cccc(OC)c1C(=O)O	102.8	101.6	104.5	89.7	98.2	108.8	x	104.3	100.8
12	C=CC[P+](CC=C)(CC=C)c1ccccc1	106.4	105.4	107.8	101.4	108.4	109.9	104.9	91.8	97.9
13	CC(=O)N1N=C(c2ccc(Nc3nc(NCCO)nc(NCCO)n3)cc2)CC1c1ccc(Cl)cc1 (stereo not drawn)	100.5	107.4	86.3	84.7	83.4	100.2	102.5	86.8	94.5
14	NNc1ccc(-c2ccc(NN)cc2)cc1	107.1	118.7	105.2	94.6	100.4	105.6	102.0	93.4	112.7
15	CCC(C)C1(C2CCCC2)NC(=O)NC1=O (stereo not drawn)	110.7&105.9	98.9&111.8	99.7&98.8	103.5&94.5	112.0&100.2	106.5&103.0	101.7&102.9	108.1&97.3	102.4&106.9
16	O=c1oc2c3ccccc3nn2c2ccccc12	100.7	100.8	96.7	82.8	102.9	103.3	101.6	109.2	98.9
17	CC1(c2ccc(F)cc2)OC(=O)c2c1ccc1ccccc21 (stereo not drawn)	106.6	100.3	110.0	80.9	110.1	102.0	98.0	100.8	93.6
18	CC(C)c1cc(C(C)C)c(S(=O)(=O)Oc2ccc(NC(=O)c3ccc(Cl)cc3)cc2)c(C(C)C)c1	18.4	21.7	17.6	64.9	8.8*	50.6	26.3	46.6	20.2
19	O=c1oc2cc(O)ccc2cc1-c1cc2ccc(O)cc2oc1=O	111.6	101.1	91.9	104.8	106.5	103.3	x	103.3	103.0
20	CNC(=O)c1ccccc1O	98.7	101.5	101.1	95.0	102.0	102.3	115.7	96.3	99.7
21	CC12CCC(C(NC(N)=S)C1=O)C2(C)C (stereo not drawn)	108.9	107.0	110.9	88.9	98.3	99.6	106.0	106.2	96.1
22	CCNC(=S)Nc1ncccc1OCc1cccc(Cl)c1	82.2	89.7	78.7	94.5	62.1	91.3	97.8	65.1	73.5
23	Cc1ccc(-c2cc(C=C3C(=O)NC(=O)NC3=O)nn2-c2ccccc2)cc1	101.2	92.0	97.5	93.2	85.3	100.3	98.7	108.4	101.9
24	O=C1NC(=O)C2(CCCc3ccc([N+](=O)[O-])cc32)N1 (stereo not drawn)	99.8	108.8	101.2	100.6	99.2	97.8	101.6	110.9	107.9
25	Cn1ccc2cc(-c3ccc(C4CC4)o3)ccc21	101.4	96.7	93.9	80.2	92.3	100.3	106.5	101.7	97.2
26	C=CC(=O)N(C)[C@H]1C[C@H]2OC(C)(C1OC)n1c3ccccc3c3c4c(c5c6ccccc6n2c5c31)C(=O)NC4 (stereo partly drawn)	9.7*	10.3	-1.5*	-16.8*	-48.4*	6.4*	-48.1*	3.2*	-46.5*
27	N#CC1=C(N)Oc2cc(O)ccc2C1c1cccnc1 (stereo not drawn)	100.8	92.5	104.0	85.6	94.3	98.3	101.0	96.8	101.1
28	Cc1ccc(-c2csc(/N=C3\C(=O)Nc4ccc(C)cc43)n2)cc1	101.4	93.0	98.1	92.7	93.7	90.3	105.6	71.8	107.5
29	O=C(O)/C=C/C(=O)Nc1ccc(Cl)cc1	107.2	103.3	x	93.9	97.6	108.8	95.5	104.4	96.4
30	CC(C)CCOC(=O)C(O)c1ccccc1 (stereo not drawn)	103.0	106.0	104.1	95.6	100.9	99.6	87.5	100.2	101.8
31	O=C1c2c(c3c4ccc(Br)cc4oc3c3[nH]c4ccccc4c23)C(=O)N1CCO	65.6	47.0	32.8	88.7	39.6	49.2	77.8	58.3	53.0
32	Cc1occc1-c1nnc(SCC(=O)c2ccc(NC(=O)CC(C)C)cc2)o1	99.4	108.1	95.8	111.3	109.3	131.8	74.5	113.1	121.0
33	O=c1[nH]c(=S)[nH]cc1Oc1ccc(Cl)cc1Cl	151.6	107.5	94.7	46.8	60.8	160.0	90.8	107.3	106.3
34	Oc1ccc(/C=N/Nc2nc3ccccc3s2)c(O)c1	15.7	41.9	52.5	28.5	25.2	21.6	x	67.3	30.9
35	O=C1c2c(nc3ccccn23)NC(c2cccnc2)=N[C@H]1Cc1ccccc1	110.9	105.5	107.6	67.4	96.7	107.7	104.7	110.9	98.4
36	CCOC(=O)c1cc[nH]c1CC(=O)NC	106.0	104.7	94.5	84.9	109.7	90.4	104.3	101.4	103.1
37	CCCC(=O)Nc1ccccc1OC	109.4	105.4	107.9	82.6	97.6	107.2	93.1	105.0	102.5
38	C#CCC1(c2cccc(Cl)c2)NS(=O)(=O)c2ccccc21 (stereo not drawn)	103.3	104.9	112.2	99.5	99.6	102.2	102.7	81.8	107.5
39	COc1cccc(OC2=CC(=O)c3ccc(C)nc3C2=O)c1	97.7	97.7	93.8	75.6	77.3	90.7	99.6	103.7	74.3
40	O=C(Cc1ccc(Cl)cc1)n1cccc1	113.1	105.5	104.6	93.1	101.5	110.2	103.5	100.9	105.4
41	NC(N)=NN=C1CCCCC1	110.5	103.5	103.5	89.3	98.0	106.1	99.4	103.6	96.4
42	Clc1ccc(-c2cc(-c3cc(-c4ccc(Cl)cc4Cl)n[nH]3)[nH]n2)c(Cl)c1	92.9	94.2	100.6	77.8	96.2	98.3	110.1	107.7	96.3
43	CC(C)C1=C[C@@]23CC[C@H]4[C@](C)(CO)CCC[C@]4(C)[C@H]2C[C@@H]1[C@@H]1[C@H]3[C@@H](OCCCN)CC[C@@H]1OCCCN	90.9	99.8	91.9	93.6	100.8	93.9	106.2	98.5	96.7
44	CCC(C)(C)c1ccc(Nc2ccc(Nc3ccc(C(C)(C)CC)cc3)cc2)cc1	89.9	85.5	95.9	93.0	60.5	98.6	101.0	67.0	91.2
45	Clc1cc(Cl)cc(-c2cnc3nonc3n2)c1	90.0	63.9	93.4	99.0	72.9	93.5	97.5	92.8	64.4
46	CCC1(c2ccccc2)SC(=O)NC1=O (stereo not drawn)	111.9	105.4	107.7	90.3	107.4	108.1	103.3	114.1	106.2
47	COc1cc(NC(C)CCCNC(=O)CCC(=O)NCCCNCCCCNCCCNC(=O)CCC(=O)NCCCC(C)Nc2cc(OC)cc3cccnc23)c2ncccc2c1 (stereo not drawn)	98.7[9 µM]	102.0[9 µM]	100.2[9 µM]	104.6[9 µM]	90.6[9 µM]	95.9[9 µM]	101.9[9 µM]	102.1[9 µM]	110.2[9 µM]
48	c1ccc2cc(Nc3ccc4ccccc4c3)ccc2c1	65.9	90.7	106.9	76.6	86.7	100.4	90.2	94.0	71.3
49	COc1ccc(C2SCC(=O)N2c2nnc(Cn3cnnc3)o2)cc1 (stereo not drawn)	94.9	109.1	97.7	77.4	103.9	99.1	97.7	106.0	97.3
50	C=C(C)[C@@H]1CC[C@]2(C(=O)N3CCN(C)CC3)CC[C@]3(C)[C@H](CC[C@@H]4[C@@](C)(CCC(=O)N5CCN(C)CC5)[C@H](C(=C)C)CC[C@]43C)[C@@H]12	92.8	95.8	85.5	74.3	78.4	82.8	106.6	54.2	94.1
51	COC(=S)SCc1cc(=O)oc2ccc(OC)cc12	96.8	102.1	93.0	92.1	95.6	92.5	100.7	99.0	74.9
52	CSc1nc2sc3cccc(Cl)c3n2c(=N)c1C#N	100.7	102.3	109.4	103.2	101.1	101.7	106.0	112.6	111.1
53	Cc1ccc(Oc2c(/C=N/NC(=O)Cn3c(=O)sc4ccccc43)c(C)nn2-c2ccccc2)cc1	49.3	68.4	61.5	53.4	37.0	53.3	69.2	31.3	42.2
54	O=C(O)c1cc(C(=O)O)c(C(=O)O)cc1C(=O)O	119.4	115.7	107.8	82.7	107.9	124.3	114.5	105.3	103.9
55	C#CCOc1c(OC)cc2c3c1-c1cc4c(cc1CC3OCC2)OCO4 (stereo not drawn)	96.0	99.4	102.0	91.4	87.1	95.8	102.4	86.2	87.4
56	Cc1cc(C)cc(Oc2ccccc2C(=O)O)c1	106.5	103.1	92.2	84.7	84.6	102.6	107.7	97.2	99.6
57	CC(NC(=O)OC(C)(C)C)C(=O)NC(Cc1ccccc1)C(=O)NCC(=O)Oc1c(Cl)c(Cl)c(Cl)c(Cl)c1Cl (stereo not drawn)	101.8	111.5	100.9	89.0	97.0	95.4	103.9	99.2	108.8
58	COC(=O)/C=C(/CN1C(=O)CCC1=O)OC	109.3	103.2	105.2	102.6	113.0	114.9	102.3	110.5	98.2
59	CC(NC(=O)C1(NC(=O)OCc2ccccc2)CCCC1)C(=O)O (stereo not drawn)	116.4	103.3	95.7	89.9	102.0	118.8	109.6	103.3	99.8
60	N#Cc1nc(-c2ccccc2)oc1NCC(c1ccco1)N1CCCC1 (stereo not drawn)	80.7	79.3	93.4	67.3	95.6	87.7	101.5	77.6	91.1

# Later entries.
nr	mol	KM12	SW-620	SNB-19	SNB-75	HCT-116	SF-268	HCC-2998	HT29	HCT-15
61	O=C(CCN1CCOCC1)c1ccc([N+](=O)[O-])cc1	104.8	101.7	95.6	83.3	99.1	109.7	105.1	99.8	100.5
62	Cc1ccc(S(=O)(=O)/C(=C\c2ccc(Cl)cc2)C(=O)c2ccccc2)cc1	110.9	106.3	95.7	x	106.0	103.3	107.2	122.8	100.4
63	COc1ccc(-c2c(C#N)c(-c3cccs3)nc3c2c(-c2ccccc2)nn3-c2ccccc2)cc1	94.7	88.1	94.0	84.1	86.8	97.5	96.2	86.0	89.4
64	N#Cc1c(NC(=O)c2ccco2)[n+]([O-])c2ccccc2[n+]1[O-]	109.1	106.6	96.8	104.1	93.8	110.1	98.3	109.3	116.0
65	Cc1c(Cn2c(C)nc3c(C(=O)O)cc(N4CCOCC4)cc32)cccc1C(F)(F)F	102.7	101.5	117.9	61.3	92.1	88.6	102.7	69.5	44.5
66	c1ccc2c(c1)CCc1c-2n[nH]c1-c1[nH]nc2c1CCc1ccccc1-2	105.4	112.8	100.2	146.6	111.7	116.7	117.6	131.6	105.5
67	Cc1cc2nc3c4cc(C#N)ccc4n(CCN(C)C)c3nc2cc1C	-3.4*	-9.4*	5.7*	-8.7*	-33.3*	-7.7*	-73.0*	-44.3*	2.0*
68	CC1(C)C(N)=Nc2cc(OCCCN3Cc4ccc(OCCc5cn(CC(=O)N6CCC(CCN7CCCC7)CC6)nn5)cc4C3)c(OCC3CC3)cc21	106.9	108.7	104.4	93.8	103.0	86.0	122.2	74.2	97.2
69	COc1ccc(-c2c(-c3ccc(F)cc3)[nH]c3[nH]c(=O)[nH]c(=O)c23)cc1	105.6	102.9	98.8	100.5	101.3	111.5	90.6	105.8	104.2
